Screens from PubChem BioAssay.
Shiga inhibitor: Shiga toxin inhibition. Vero cells, Shiga toxin protein synthesis inhibition reporter. 9.2% of 290,000 active. inhibition, % at 38.7 µM; in the data active = inhibition mostly above about 28%, no sharp cut-off; inactive = mostly below about 43%; also: 0% is about no effect
HCV inhibitor: HCV inhibition; 3.4% of 340,000 active; Huh7.5.1 HCVcc-Cre infection, luciferase reporter, 44 h; Potency, µM (titrated, usually from 41.8 µM), without a hit: at the top dose activity change, negative = inhibition, usual class: inhibitors; also: potency is read from the fitted curve at half-maximal effect; % is scaled to controls: 0 for no effect and ±100 for the full control effect
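Cells seeded at 1,000/well and cultured 4 h, then compounds added followed by HCVcc-Cre virus (~0.5 moi). After 44 h further culture, luciferase substrate was added, plates held 15 min at room temperature, and luminescence read for 15 sec.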
Pf growth 96h: inhibits malaria parasite growth, 96 h; 6.9% of 320,000 active; P. falciparum luciferase reporter growth, 96 h; Potency, µM (series often up to 28.7 µM), inactives show top-dose activity change, negative = inhibition, most hits filed as inhibitors; also: potency is read from the fitted curve at half-maximal effect; % is scaled to controls: 0 for no effect and ±100 for the full control effect
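Cell-based qHTS: luciferase-tagged P. falciparum in erythrocytes (2% hematocrit, 0.05% parasitemia final) incubated with compounds for 96 hours, 37 C, 5% CO2; luciferase detection reagent then added and luminescence measured.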
CHX counter: affects cycloheximide protein synthesis inhibition readout, counter-screen. cell reporter, cycloheximide protein synthesis inhibition counterscreen. max response, %. 12% of 300,000 active. AID 2314; in the data active = max response mostly above about 13%, no sharp cut-off; inactive = mostly below about 14%; also: read at 38.3 µM for the half of the compounds with a filed dose; 0% is about no effect
LmPK inhibitor: blocks Leishmania mexicana pyruvate kinase activity; Potency, µM (series often up to 57.5 µM), inactives show at the highest dose activity change, negative = inhibition, actives largely listed as inhibitors; Q27686; AID 1721; 0.37% of 290,000 active; purified LmPK, Kinase-Glo ATP luminescence, 1 h; also: potency is read from the fitted curve at half-maximal effect; % is scaled to controls: 0 for no effect and ±100 for the full control effect
Target sequence (Q27686 whole entry, looked up): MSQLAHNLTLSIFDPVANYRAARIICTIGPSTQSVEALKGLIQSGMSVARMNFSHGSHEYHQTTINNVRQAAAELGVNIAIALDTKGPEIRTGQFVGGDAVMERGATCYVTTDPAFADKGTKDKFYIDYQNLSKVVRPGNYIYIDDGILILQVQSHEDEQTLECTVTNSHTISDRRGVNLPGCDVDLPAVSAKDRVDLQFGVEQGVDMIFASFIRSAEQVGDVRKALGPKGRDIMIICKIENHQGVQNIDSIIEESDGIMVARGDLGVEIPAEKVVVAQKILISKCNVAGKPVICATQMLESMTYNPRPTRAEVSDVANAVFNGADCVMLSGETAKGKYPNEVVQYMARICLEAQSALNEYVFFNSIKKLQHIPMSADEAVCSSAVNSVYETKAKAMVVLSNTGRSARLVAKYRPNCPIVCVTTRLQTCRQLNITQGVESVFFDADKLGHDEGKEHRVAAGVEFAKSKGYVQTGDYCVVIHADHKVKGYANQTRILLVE
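Kinase-Glo luminescence read after 1 h RT reaction of 0.1 nM LmPK with 0.5 mM PEP and 0.1 mM ADP. Activity scaled between uninhibited and enzyme-free controls.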
Pf growth 48h: P. falciparum growth inhibition at 48 hours (one generation); 5.9% of 310,000 active; P. falciparum luciferase growth in erythrocytes, 48 h; Potency, µM (series often up to 28.7 µM), for inactives: at the highest dose activity change, negative = inhibition, hits mostly inhibitors; also: potency is read from the fitted curve at half-maximal effect; % is scaled to controls: 0 for no effect and ±100 for the full control effect
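Luciferase-expressing parasites in RBCs, 2% Hct / 0.1% parasitemia final; RPMI 1640 + 0.5% Albumax; 37 C, 5% CO2, one generation; luminescence read-out, lower signal = inhibition.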
Tb PYK inh: T. brucei pyruvate kinase inhibition; TbPYK enzyme, Kinase-Glo Plus ATP luminescence, 45 min; Potency, µM (titrated, usually from 76.8 µM), without a hit: top-dose activity, negative = inhibition, actives largely listed as inhibitors; 0.12% of 410,000 active; also: potency is read from the fitted curve at half-maximal effect; % is scaled to controls: 0 for no effect and ±100 for the full control effect; nearly all actives have a fitted effect of over 50% in size
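Luminescent Kinase-Glo Plus end-point after 45 min room-temperature reaction of T. brucei pyruvate kinase started with 130 uM ADP (final). Buffer TEA 50 mM pH 7.2 with KCl, MgCl2, BSA, Tween-20; titration-based qHTS with fitted concentration-effect curves.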
An asterisk follows results filed as active; ? = inconclusive; nt = not tested or not shown; & = joins results of further samples; [ ] = remark or other dose. Unless noted, calls follow the shape of the dose curve; as a rule, active = well fitted curve in the direction sought with a large enough effect; inconclusive = small, poorly fitted or top-dose-only effect, or another doubt; inactive = no such curve, though single readings can be large; an effect the other way counts as inactive or inconclusive.

The line under a structure holds: Pf growth 96h	Tb PYK inh	LmPK inhibitor	Pf growth 48h	CHX counter	HCV inhibitor	Shiga inhibitor
> Cc1ccc(Cn2ccc(NC(=O)c3cc(-c4ccc(Cl)cc4)on3)n2)cc1
 : 14%	-1%	3%	69%[activator]	-2	6%	13
> O=C(O)CCN1C(=O)/C(=C\c2ccc(-c3nc4ccccc4s3)o2)SC1=S
 : 19%	-13%	6%	nt	10	21%	9
> O=C1/C(=C\c2ccco2)SC(=S)N1c1ccc(O)cc1
 : 13%	-1%	0%	-21%	8	32%[activator]	11
> CCN1CCN(C(=S)Nc2sc(C)c(-c3ccccc3)c2C(=O)OC)CC1
 : ?	-21%	-4%	?	1	?	0
> O=C(CCCN1C(=O)/C(=C/c2ccccc2)SC1=S)Nc1cccc(O)c1
 : -29%	-4%	0%	?	12	?	21*
> Nc1nc(CSc2nc3ccccc3s2)nc(N2CCOCC2)n1
 : 13%	20%	0%	-2%	15*	-29%	36
> CCN1C(=O)C2(C(C#N)=C(N)Oc3n[nH]c(C(C)C)c32)c2ccccc21 (configuration not stated)
 : -28%	3%	2%	1%	-2	1%	-6
> CCOC(=O)CSC1=NC(=O)CS1
 : 31%[activator]	-6%	-2%	-17%	0	?	-6
> COC(=O)CCCC(=O)Nc1ccc(Cl)c(Cl)c1
 : -9%	-1%	1%	6%	9	4%	16
> Cc1cc(C)n(-c2nc3ccccc3[nH]c2=O)n1
 : -7%	0%	2%	-4%	7	20%	13
> O=[N+]([O-])c1cnccc1NC1CCCCC1
 : 30%	-12%	0%	0%	9	4%	-4
> COc1ccc(NC(=O)C2CCN(S(=O)(=O)c3c(C)noc3C)CC2)cc1OC
 : -15%	-8%	-4%	7%	-4	7%	14
> CCOC(=O)C1CCCCN1Cc1cccc(Oc2ccccc2)c1 (configuration not stated)
 : ?	0%	-5%	?	-1	21%	-6
> CO/N=C/NC(=O)c1c(OC)ccnc1Oc1ccc(Cl)cc1
 : 2%	3%	-2%	-1%	-3	-12%	-18
> CCN(CC(=O)N1CCOCC1)S(=O)(=O)c1ccc2ccccc2c1
 : -44%	1%	-5%	-3%	-3	9%	0
> CC(C)N1CCN(Cc2cn[nH]c2C2CCCCC2)CC1CCO (configuration not stated)
 : -1%	-11%	5%	0%	-2	8%	18
> CCOC(=O)C1(S(=O)(=O)c2ccccc2)CCN(Cc2ccc(Cl)cc2)CC1
 : 7.4µM*	5%	-3%	?	-4	-14%	-10
> Cn1c(=O)c2c([nH]c(=S)n2Cc2ccc(Cl)cc2)n(C)c1=O
 : ?	3.5µM*	?	1%	-1	-1%	3
> COc1ccc(Cl)cc1/C=C/c1ccc2cccc(O)c2n1
 : 7%	-1%	1%	nt	46*	?	73*
> COc1ccc(NC(=O)c2cc(C)cc(C)c2)cc1[N+](=O)[O-]
 : ?	-3%	-1%	2%	2	-14%	-1
> Cc1ccc(C(=O)NNC(=O)C2CCN(c3nc(C)cc(C)n3)CC2)cc1
 : 52%[activator]	9%	0%	8%	-4	-1%	-6
> N#C/C(C(=O)c1ccccc1)=C1/CCCN1
 : nt	-1%	2%	-18%	19	18%	52
> O=C(COc1ccccc1/C=C\c1nc(O)c([N+](=O)[O-])c(=O)[nH]1)Nc1ccccc1
 : 103%[activator]	2%	3%	-13%	2	8%	-1
> CCCc1nc2oc3c(NCCN(C)C)ncnc3c2c2c1CCCC2
 : ?	-1%	0%	13µM*	-6	?	-14
> CC(=O)c1c(C)[nH]c(C(=O)COC(=O)c2cc(C)oc2C)c1C
 : -9%	0%	nt	-9%	nt	?	nt
> O=C(NC1CCCC1)C(c1ccccn1)N(Cc1ccccc1F)C(=O)c1csnn1 (configuration not stated)
 : -9%	1%	-4%	?	-1	6%	-4
> Cn1c(COc2ccccc2)nnc1SCC(=O)NCc1ccccc1
 : nt	0%	-4%	-5%	1	21%	22
> Cc1nc2ccccc2c(=O)n1/N=C/c1c(O)ccc2ccccc12
 : ?	-2%	4%	?	19	-15%	15
> CCc1cccc(C)c1NC(=O)CCCn1c(=O)c2cccn2c2cccnc21
 : -16%	0%&2%	1%	?	-7	?	-10
> COc1cc(C(=O)N2CCN(C(=O)c3ccco3)CC2)c([N+](=O)[O-])cc1OC
 : -2%	-7%	-3%	-9%	-1	11%	-8

3 entries already listed, sorted by molar mass, ascending.
The line under a structure holds: Pf growth 96h	Tb PYK inh	LmPK inhibitor	Pf growth 48h	CHX counter	HCV inhibitor	Shiga inhibitor
> O=[N+]([O-])c1cnccc1NC1CCCCC1
 : 30%	-12%	0%	0%	9	4%	-4
> Cn1c(=O)c2c([nH]c(=S)n2Cc2ccc(Cl)cc2)n(C)c1=O
 : ?	3.5µM*	?	1%	-1	-1%	3
> CCOC(=O)C1CCCCN1Cc1cccc(Oc2ccccc2)c1 (configuration not stated)
 : ?	0%	-5%	?	-1	21%	-6

The main list resumes; the 3 compounds before the break are reprinted first.
The line under a structure holds: Pf growth 96h	Tb PYK inh	LmPK inhibitor	Pf growth 48h	CHX counter	HCV inhibitor	Shiga inhibitor
> Cc1nc2ccccc2c(=O)n1/N=C/c1c(O)ccc2ccccc12
 : ?	-2%	4%	?	19	-15%	15
> CCc1cccc(C)c1NC(=O)CCCn1c(=O)c2cccn2c2cccnc21
 : -16%	0%&2%	1%	?	-7	?	-10
> COc1cc(C(=O)N2CCN(C(=O)c3ccco3)CC2)c([N+](=O)[O-])cc1OC
 : -2%	-7%	-3%	-9%	-1	11%	-8
> CC(O)Cc1cn([C@@H](CCCCNC(=O)OC(C)(C)C)C(=O)N2CCN(C(=O)OC(C)(C)C)CC2)nn1 (some centres not stated)
 : 5%	-1%	1%	1%	-2	?	-10
> COc1ccc(N2CCN(Cc3nnnn3C3CCCCC3)CC2)cc1
 : 3%	3%	2%	-11%	2	-3%	14
> Cn1c(CCNC(=O)C(C)(C)C)nc2ccccc21
 : 5%	1%	-2%	21%	2	23%	-13
> CC(C)N1C(=O)CCC1C(=O)O (configuration not stated)
 : 18%	4%	5%	-4%	-3	8%	-12
> O=C(CSc1nnc(CNC(=O)c2ccco2)o1)Nc1cccc(Cl)c1
 : 5.9µM*	2%	5%	15%	-1	10%	-8
> CC(C)CCc1noc(CN(C)CCC2CCOCC2)n1
 : 7%	1%	3%	7%	-1	8%	6
> CC1=C[C@H](C)[C@H](c2c(F)cccc2Cl)CC1=O
 : -26%	-3%	-1%	15%	1&5	27%	-13&-7
> O=C(c1cc2cc(Cl)ccc2o1)N1CCCC1
 : ?	6%	-3%	?	49*	-5%	89*
> Cc1c(C(=O)N2CC3(CC(c4cccc(NC(=O)[C@H]5CCC(=O)N5)c4)=NO3)C[C@@H]2C(N)=O)cc([N+](=O)[O-])cc1[N+](=O)[O-] (some centres not stated)
 : 53%[activator]	5%	5%	47%[activator]	-5	21%	-13
> Cc1ccc(-c2nn(Cc3ccccc3)cc2C(=O)NCC2CCCO2)cc1 (configuration not stated)
 : -8%	3%	nt	?	nt	?	nt
> N#CC1=C(N)Oc2cc(N)ccc2C1c1ccccc1Cl (configuration not stated)
 : 81%[activator]	-5%	2%	2%	-1	?	-5
> CCCCc1nnc2c(N(C)S(=O)(=O)c3ccccc3)nc3ccccc3n12
 : -14%	-4%	0%	?	4	12%	13
> COc1ccc(C(c2nnnn2C(C)(C)C)N2CCN(c3nc4ccccc4s3)CC2)cc1 (configuration not stated)
 : 1%[5.75 µM]	-8%	5%	?	-4	15%	-9
> CSc1ncc(CN2CCN(CC=C(C)C)C(CCO)C2)cn1 (configuration not stated)
 : ?	-6%	1%	19%	-1	-5%	-5
> O=C(COC(=O)CCC(=O)c1cccs1)Nc1ncc(Cl)cc1Cl
 : -10%	29%	0%	-6%	-7	-11%	-5
> COc1ccc(CCNC(=O)c2cc3c(=O)n4cccc(C)c4nc3n(Cc3ccco3)c2=N)cc1OC
 : 1.7µM*	-9%	5%	13µM*	14	11µM*	11
> COc1ccc(OC)c(NC(=O)CSc2nnnn2-c2ccccc2F)c1
 : ?	7%	1%	-21%	-2	23%	-1
> Cc1ccc(-n2nc3c(=O)n(C(C)C(=O)NCc4ccc(Cl)cc4)nc(C)c3c2C)cc1 (configuration not stated)
 : 1.7µM*	-5%	4%	?	15	22µM*	-7
> Cc1ccc(-c2nn(-c3ccccc3)cc2C(N)=O)o1
 : 19%	-18%	1%	0%	12	-5%	-4
> Cc1ccc(-c2nn(C)c(=O)c3ccccc23)cc1CNC(=O)/C=C/c1ccccc1
 : ?	-1%	0%	-8%	4	-53%	-9
> Cn1c(SCC#N)nnc1-c1ccc2c(c1)OCO2
 : -10%	8%	0%	18%	-2	22%	-3
> COc1cc(S(=O)(=O)NCc2ccccc2)ccc1F
 : nt	-11%	-4%	12%	-4	6%	-6
> O=C(NC(=S)N(CC1CCC1)CC1CCCO1)c1cccc([N+](=O)[O-])c1 (configuration not stated)
 : 0%	1%	-4%	-18%	-4	1%	-13
> COCCCn1nnnc1SCC(=O)N1CCN(C(=O)c2ccco2)CC1
 : 18%	2%	-1%	42%	1	-2%	-6
> CCOc1ccccc1NC(=O)C(NCCN(C)C)c1ccccc1 (configuration not stated)
 : 7%	14%	-2%	-11%	-1	0%	-8
> O=C(O)C1CCC(=O)N1Cc1ccc(F)cc1 (configuration not stated)
 : nt	2%	0%	-9%	-4	13%	-5
> Cc1c(N=C/C=C/c2ccccc2)cnn1C
 : 94%[activator]	-4%	-4%	25%	23*	1%	33
> C=CCSC1=NNC(c2ccc(C(C)(C)C)cc2)=NN1
 : 20%	-2%	5%	26%	32*	-24%	79*
> O=S(=O)(NC1=NCCCCC1)c1ccc(F)cc1
 : 31%[activator]	0%	5%	-6%	1	?	-4

Only Shiga inhibitor, LmPK inhibitor and Pf growth 96h, for four of the compounds above:
Molecule,Shiga inhibitor,LmPK inhibitor,Pf growth 96h
O=C(NC1CCCC1)C(c1ccccn1)N(Cc1ccccc1F)C(=O)c1csnn1 (configuration not stated),-4,-4%,-9%
Cn1c(COc2ccccc2)nnc1SCC(=O)NCc1ccccc1,22,-4%,nt
Cc1nc2ccccc2c(=O)n1/N=C/c1c(O)ccc2ccccc12,15,4%,?
CCc1cccc(C)c1NC(=O)CCCn1c(=O)c2cccn2c2cccnc21,-10,1%,-16%
